# Assay outcomes deposited in PubChem BioAssay by The Scripps Research Institute Molecular Screening Center.
# TEAD-YAP inh: TEAD-YAP interaction inhibition | 1.4% of 640,000 active | AID 1259422 | inhibition, % at 9.12 µM | HEK-TIYL cells, TEAD-Gal4/YAP UAS-luciferase luminescence; in the data active = inhibition above about 32%;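 also: 0% = median of test compound wells and 100% = reference inhibitor wells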
# MITF inh: blocks human microphthalmia-associated transcription factor; O75030; AlphaScreen MITF homodimerization, bead proximity signal; inhibition, % at 2.6 µM; 0.91% of 650,000 active; AID 1259374; in the data active = inhibition above about 50%;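 also: 0% = vehicle wells with protein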
# FBW7 activator: activators of human E3 ligase FBW7; 0.13% of 650,000 active; Q969H0; AlphaScreen FBW7–phospho-cyclin E peptide binding, activator screen; normalized activity (activation), % at 26.1 µM; in the data active = normalized activity above about 1.9%;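 also: purified mutant Fbw7 with reduced substrate affinity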
# Target sequence (Q969H0 whole entry, looked up): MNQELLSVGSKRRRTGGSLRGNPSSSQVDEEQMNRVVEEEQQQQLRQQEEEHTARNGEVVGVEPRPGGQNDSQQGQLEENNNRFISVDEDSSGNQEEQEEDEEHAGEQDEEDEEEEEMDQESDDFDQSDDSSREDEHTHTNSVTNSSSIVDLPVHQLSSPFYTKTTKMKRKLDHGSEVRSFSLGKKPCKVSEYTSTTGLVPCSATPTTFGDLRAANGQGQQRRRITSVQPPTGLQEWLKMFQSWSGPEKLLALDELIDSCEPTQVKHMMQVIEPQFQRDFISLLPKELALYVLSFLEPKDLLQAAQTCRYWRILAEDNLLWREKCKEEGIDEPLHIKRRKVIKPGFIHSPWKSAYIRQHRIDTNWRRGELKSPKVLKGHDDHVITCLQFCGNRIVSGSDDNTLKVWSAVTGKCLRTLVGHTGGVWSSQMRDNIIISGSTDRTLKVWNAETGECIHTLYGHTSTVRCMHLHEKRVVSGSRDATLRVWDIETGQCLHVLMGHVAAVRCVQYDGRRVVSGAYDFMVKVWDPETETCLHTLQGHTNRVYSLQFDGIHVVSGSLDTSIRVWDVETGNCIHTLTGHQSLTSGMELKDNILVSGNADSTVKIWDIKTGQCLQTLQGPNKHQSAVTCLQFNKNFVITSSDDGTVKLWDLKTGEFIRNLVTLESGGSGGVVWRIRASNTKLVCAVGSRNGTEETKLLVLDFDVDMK
# GPR151 activ: activators of human GPR151; AID 1508602; 1% of 650,000 active; activation, % at 11.2 µM; PathHunter beta-arrestin GPR151 cells, luminescence; Q8TDV0; in the data active = activation above about 4.9%;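 also: 0% = median of compound wells and 100% = cells with positive control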
# Target sequence (Q8TDV0 whole entry, looked up): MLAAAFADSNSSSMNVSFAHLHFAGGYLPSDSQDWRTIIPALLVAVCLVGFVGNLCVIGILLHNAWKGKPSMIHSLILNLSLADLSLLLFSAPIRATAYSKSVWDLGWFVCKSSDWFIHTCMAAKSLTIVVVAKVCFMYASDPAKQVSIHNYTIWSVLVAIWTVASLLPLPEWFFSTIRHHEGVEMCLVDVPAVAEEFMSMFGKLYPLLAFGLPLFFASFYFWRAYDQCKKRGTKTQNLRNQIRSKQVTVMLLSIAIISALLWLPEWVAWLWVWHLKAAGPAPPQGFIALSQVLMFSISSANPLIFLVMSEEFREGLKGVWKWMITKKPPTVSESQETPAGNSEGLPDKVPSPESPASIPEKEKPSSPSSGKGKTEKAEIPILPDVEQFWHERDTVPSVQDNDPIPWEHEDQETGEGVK
# An asterisk follows results filed as active; nt = no result given.
SMILES,TEAD-YAP inh,MITF inh,FBW7 activator,GPR151 activ
O=C1OC(c2ccccc2Cl)=N/C1=C\c1cc(Br)cs1,1,5,-0.1,0.5
CC(=O)N1CCN(c2ccc(NC(=O)COc3ccc(C)c(C)c3)cc2)CC1,3,5,-0.3,0.2
O=C(COc1ccccc1)NCCNC(=O)c1ccc(NC(=O)C2CC2)cc1,3,6,0.1,0.2
Cc1cc2nnc(SCC(=O)Nc3sc4c(c3C#N)CCC(C)C4)n2c2ccccc12 (centres undefined),3,22,0.2,5.3*
Cc1cc(C)nc(SCCC(=O)Nc2ccc(Cl)cc2)n1,-1,6,-0.1,0.6
N#Cc1ccccc1N=C1CCCN1Cc1ccccc1,-9,-3,0.1,-1.3
Cc1ccsc1CN(C)C(=O)CCc1nnc(-c2ccccc2)o1,-58,-14,0.4,-0.5
COc1cc(C2N(C(C)=O)CCN2S(=O)(=O)c2ccc(C)cc2)ccc1O (centres undefined),-3,9,0.2,-0.8
CCCCCCN1C(=O)C2C(C(=O)Nc3ccc(OCC)cc3)C3C=CC2(O3)C1C(=O)NC1CCCCC1 (centres undefined),-10,1,-0.2,-0.3
CC1CCN(S(=O)(=O)c2cc(Br)cc3c2N(C(=O)C2CC2)CC3)CC1,-1,28,-0.1,-1.0
CC(=O)N1CCC(=NNC(=O)c2ccc(-n3c(C)ccc3C)cc2)CC1,-10,3,0.1,1.6
CCN(CC)C(=O)[C@H]1C[C@@H](c2ccc(OC)c(OC)c2)NS(=O)(=O)N1C,-3,-3,-0.3,0.3
C=CCn1c(=NC(=O)C2CC2)sc2cccc(OCC)c21,5,-4,0.1,1.1
Cc1ccsc1/C=N/NC(=O)c1ccc(Cl)cc1O,-22,8,0.2,-0.5
O=C(COC(=O)c1ccc([N+](=O)[O-])o1)Nc1cccc(S(=O)(=O)N2CCOCC2)c1,16,2,-0.1,0.4
O=C(ON1C(=O)CCC1=O)c1sc2ccccc2c1Cl,0,-12,0.0,-2.1
O=S(=O)(c1ccc(S(=O)(=O)n2cnc3ccccc32)cc1)N1CCCC1,4,3,0.2,6.0*
O=C(NCc1ccccc1)C1CC12CCN(C(=O)C1CC=CCC1)CC2 (centres undefined),3,2,-0.1,0.4
Cc1nc(N2CCN(Cc3ccc4c(c3)OCO4)CC2)[nH]c(=O)c1C,4,-16,0.0,0.0
S=C(NCCSCc1ccc(Cl)cc1)Nc1ccccc1,16,-1,-0.2,1.0
CSc1cc2c(cc1C(F)(F)F)N(C(=O)Nc1cccnc1)CC2,nt,15,-0.1,-0.5
N#CC1=C(N)Oc2c(sc3ccccc23)C1c1ccccc1OC(=O)c1ccccc1Cl (centres undefined),-3,5,0.2,1.2
COc1ccccc1S(=O)(=O)N1CCN(S(=O)(=O)c2ccc3ccccc3c2)CC1,11,13,0.3,0.0
CC(C(=O)N/N=C/c1ccc(N(C)C)cc1)n1cnc2ccccc2c1=O (centres undefined),-3,4,-0.1,-0.6
Cc1ccccc1NC(=O)COC(=O)CCc1nc2sc3c(c2c(=O)[nH]1)CCCC3,4,5,0.1,2.6
Cc1nc2ncccn2c1-c1csc(Nc2ccc(O)cc2)n1,-5,5,0.1,-1.3
COc1cc(/C=c2/sc3nc(=O)c(-c4ccccc4)nn3c2=O)cc(OC)c1OC,4,7,0.2,-0.5
CCCCOc1ccc(C(=O)Nc2cc3nn(-c4ccccc4)nc3cc2C)cc1,-14,19,0.4,-0.1
CCC(=O)NC1=C(C#N)C2(CCCCC2)Cc2ccccc21,13,13,1.4,0.1
COc1ccc(NC(=O)CC(=O)Nc2ccc3nc4n(c(=O)c3c2)CCCCC4)cc1,2,-2,-0.2,-0.7
O=C(COc1ccccc1)N1CCC[C@@H]2CN(Cc3ccsc3)CC[C@H]21,-5,-7,-0.2,0.4
CCc1c(C)sc(NC(=O)C(CC)c2ccccc2)c1C(=O)N1CCOCC1 (centres undefined),0,-9,0.0,-0.7
O=[N+]([O-])c1ccc(O)cc1Oc1ccc(C(F)(F)F)cc1Cl,8,1,-0.1,1.1
c1ccc(CN2CCC(Nc3nc(NCc4cccnc4)c4ncn(-c5ccsc5)c4n3)CC2)cc1,-3,16,0.1,-0.9
O=C(COC(=O)c1cccc(OC(F)F)c1)NC1CCCC1,-3,2,-0.1,-0.5
CCCNc1ncnc2c1c(-c1ccccc1)cn2-c1cccc(Cl)c1,-28,-3,-0.2,-0.4
Cc1cccc(Nc2nnc(SCC(=O)Nc3ccc4c(c3)OCCO4)s2)c1,-3,9,0.1,-2.2
CC1CCCCC1NC(=O)c1ccc2c(=O)n(Cc3ccc4c(c3)OCO4)c(=O)[nH]c2c1 (centres undefined),3,1,-0.1,0.0
Cc1cc(C(=O)N/N=C/c2ccc3c(c2)OCO3)n[nH]1,-51,3,0.5,-2.2
CC(=O)Nc1ccc(Nc2ccc([N+](=O)[O-])c3nonc23)cc1,-2,-4,-0.2,-0.7
CCc1cc2c(=O)n(Cc3ccco3)c(SCC(=O)c3ccc(OC)cc3)nc2s1,0,-4,-0.2,-0.8
O=C(NCC1CCCN(C(=O)C2CCC2)C1)c1ccc(F)cc1 (centres undefined),-4,6,0.4,-1.4
Cc1cccc2cc(CN(Cc3cccnc3)Cc3nnnn3Cc3ccco3)c(=O)[nH]c12,-11,5,-0.1,0.2
COc1cc(/C=N/NC(=O)C(O)c2ccccc2)ccc1OC(C)=O (centres undefined),0,10,0.1,-0.6
CN1CCc2c(sc(NC(=O)c3nc4ccccc4s3)c2C(N)=O)C1,-19,14,0.0,1.0
O=C(c1cnn2cccnc12)N1CCC(c2ccncc2)CC1,8,14,0.1,0.0
CCC(c1nnnn1CC1CCCO1)N1CCN(c2ccccc2OC)CC1 (centres undefined),-1,-12,-0.2,0.7
CC1CC(C)CN(S(=O)(=O)c2ccc(C(=O)Nc3cccc(-c4nc5ccccc5s4)c3)cc2)C1 (centres undefined),-2,-5,0.0,0.6
CN(Cc1ccccc1)C(=O)Cc1ccc(S(C)(=O)=O)cc1,-9,-13,0.0,0.6
O=C(Nc1ccc(-c2cn3c4c(nnc3n2)CCCC4)cc1)c1cccnc1,-2,-9,0.0,-0.2
O=C(Nc1ccccn1)C(=O)N1CCCCC1,-8,8,0.0,-2.5
COc1cc2ccccc2cc1C(=O)Nc1cccc(NC(=O)c2ccccc2)c1,-6,0,-0.1,-2.0
O=[N+]([O-])c1nn(-c2ccc(Cl)cc2)n(O)c1=NCc1ccc(F)cc1Cl,-16,15,0.1,-0.9
CCCCS(=O)(=O)NCCn1ncc2c(N3CCN(c4ccccc4)CC3)ncnc21,25,4,0.0,2.3
O=c1c(Cl)c(NCC2CCCO2)cnn1C12CC3CC(CC(C3)C1)C2 (centres undefined),4,8,-0.3,0.5
CC(Oc1ccccc1)C(=O)Nc1cccc(C(=O)O)c1 (centres undefined),0,-10,-0.1,-1.2
CC(C)n1cnc2c(NC3CC3)nc(-c3ccc(N4CCN(C)CC4)cc3)nc21,5,9,0.2,2.7
Cc1ccc(S(=O)(=O)N(Cc2nc(-c3cccc(C)c3)no2)C(C)C)cc1,-6,13,0.7,-0.3
Cc1cc(Br)ccc1S(=O)(=O)NCc1ccc2c(c1)OCO2,-2,17,0.2,-2.2
CCOC(=O)c1c(NC(=O)CSc2nnc(CNC(=O)c3cccc(C)c3)n2-c2ccccc2OC)sc2c1CCCC2,4,2,-0.1,-0.6

# Fetched one by one from the list above:
SMILES,TEAD-YAP inh,MITF inh,FBW7 activator,GPR151 activ
O=[N+]([O-])c1ccc(O)cc1Oc1ccc(C(F)(F)F)cc1Cl,8,1,-0.1,1.1
CCc1cc2c(=O)n(Cc3ccco3)c(SCC(=O)c3ccc(OC)cc3)nc2s1,0,-4,-0.2,-0.8
Cc1cc2nnc(SCC(=O)Nc3sc4c(c3C#N)CCC(C)C4)n2c2ccccc12 (centres undefined),3,22,0.2,5.3*
CC(=O)N1CCC(=NNC(=O)c2ccc(-n3c(C)ccc3C)cc2)CC1,-10,3,0.1,1.6
O=C(c1cnn2cccnc12)N1CCC(c2ccncc2)CC1,8,14,0.1,0.0
Cc1cc(C(=O)N/N=C/c2ccc3c(c2)OCO3)n[nH]1,-51,3,0.5,-2.2

# Next section
SMILES,TEAD-YAP inh,MITF inh,FBW7 activator,GPR151 activ
O=C(Cn1cnc2scc(-c3ccccc3)c2c1=O)N1CCN(c2ccccc2F)CC1,3,-20,-0.1,-1.3
COc1ccccc1NC(=O)CSc1cc(=O)n(C)c2cc(Cl)ccc12,4,11,0.3,1.0
COc1cccc(C(=O)NCc2nnc(SCC(=O)N3N=C(c4cccs4)CC3c3ccc(C)cc3)n2-c2ccccc2OC)c1 (centres undefined),19,-3,-0.2,2.5
CC(C)N(CCNc1ccnc(-c2ccc(N3CCOCC3)nc2)n1)C(C)C,-9,2,0.0,1.7
Cc1ccc(OCc2nnc(NC(=O)Nc3ccccc3)s2)cc1,6,-10,-0.1,1.3
CCOc1ccccc1Nc1nnc(SCC(=O)NC2CCS(=O)(=O)C2)s1 (centres undefined),2,-7,0.0,1.3
CC(=O)NC(=O)c1cc2ccccc2oc1=Nc1ccc(C#N)cc1,-3,-2,-0.1,0.9
O=C(Oc1ccccc1)n1c(=O)oc2cc([N+](=O)[O-])ccc21,18,2,0.0,-0.1
CCCCOc1ccc(C(=O)N/C(=C\c2ccco2)C(=O)OC)cc1,-3,10,-0.2,0.3
COC(=O)C1=CN(Cc2ccc(OC)c(OC)c2)C=C(C(=O)OC)C1c1ccc(Cl)cc1,0,11,1.3,-0.2
Cc1ccc(Cn2cnc3c(cnn3-c3ccccc3)c2=O)cc1,5,23,0.1,-0.2
CCN1C(=O)c2cccc3c(NC(=S)NC(=O)c4ccccc4)ccc1c23,-2,1,-0.3,0.9
Cc1ccccc1NC(=O)CSc1nccn(-c2ccc(Br)cc2)c1=O,2,-1,0.0,1.5
O=C(CSc1nncc(=O)[nH]1)Nc1ccccc1C(F)(F)F,21,6,0.2,2.6
CCOc1cccc(C2C(C(=O)OCCc3ccccc3)=C(C)NC3=C2C(=O)CCC3)c1 (centres undefined),1,0,0.3,-0.9
CC(C)NS(=O)(=O)c1ccc(NCc2cccc(Cl)c2)c([N+](=O)[O-])c1,-3,7,0.0,0.2
O=C1N/C(=C\c2ccc([N+](=O)[O-])cc2)C(=O)c2ccccc21,-2,13,-0.2,-0.4
CCc1ccc(NC(=O)c2onc(C)c2Cl)cc1,-39,15,0.3,-2.4
CC(C)OC(=O)C(C)OC(=O)c1cccc(C(=O)OC(C)C(=O)OC(C)C)n1 (centres undefined),-3,-9,0.0,-1.0
CCCc1nnc(SCC(=O)N(CC)CC)n1C,0,-10,-0.2,-1.3

# An excerpt from above, showing only TEAD-YAP inh, MITF inh and GPR151 activ.
molecule	TEAD-YAP inh	MITF inh	GPR151 activ
Cc1ccc(Cn2cnc3c(cnn3-c3ccccc3)c2=O)cc1	5	23	-0.2
CCN1C(=O)c2cccc3c(NC(=S)NC(=O)c4ccccc4)ccc1c23	-2	1	0.9
Cc1ccccc1NC(=O)CSc1nccn(-c2ccc(Br)cc2)c1=O	2	-1	1.5
O=C(CSc1nncc(=O)[nH]1)Nc1ccccc1C(F)(F)F	21	6	2.6
CCOc1cccc(C2C(C(=O)OCCc3ccccc3)=C(C)NC3=C2C(=O)CCC3)c1 (centres undefined)	1	0	-0.9

# Remaining list, next part:
SMILES,TEAD-YAP inh,MITF inh,FBW7 activator,GPR151 activ
COc1cccc(NS(=O)(=O)c2cc(C(=O)OCCN3CCCC3=O)ccc2NCc2ccccc2Cl)c1,1,11,-0.1,0.2
COc1ccc(NC(=O)CN2CCCC2)c([N+](=O)[O-])c1,-10,4,0.0,-1.9
O=C(NCc1cccnc1)c1ccc2c(=O)n(Cc3ccc4c(c3)OCO4)c(=S)[nH]c2c1,1,-2,-0.1,-0.5
O=C(CSc1nnc2ccc(-c3ccccc3)nn12)NCc1ccccc1,41*,9,0.1,0.0
CCOC(=O)C1=C(N)SC2=C(C(=O)CC(C)(C)C2)C1c1ccco1 (centres undefined),-6,-9,-0.1,0.8
CCOC(=O)C1=C(C)NC2=C(C(=O)CC(C)(C)C2)C1c1cc(I)sc1SC (centres undefined),4,5,-0.1,3.4
CN(C)N1C(=O)c2cccc3cccc(c23)C1=O,-8,-5,-0.3,0.0
CCn1c2ccccc2c2nnc(SCC(=O)c3ccc(C)cc3)nc21,1,-6,0.0,0.9
O=S(=O)(Nc1cccc(-c2ccc(N3CCCCC3)nn2)c1)c1ccc2ccccc2c1,-13,15,0.3,-3.0
COc1cccc(C(=O)Nc2nnc3n2CCCS3)c1OC,-6,23,0.5,1.3
COC(=O)C1=C(N)OC2=C(C(=O)CC(C)(C)C2)C1c1ccccc1[N+](=O)[O-] (centres undefined),8,-6,-0.1,1.3
CC(C)OC(=O)NCN1C(=O)C2C3C=CC(C3)C2C1=O (centres undefined),6,6,0.2,0.6

# 5 structures out of the list, sorted by number of heavy atoms, smallest number first:
SMILES,TEAD-YAP inh,MITF inh,FBW7 activator,GPR151 activ
CC(C)OC(=O)NCN1C(=O)C2C3C=CC(C3)C2C1=O (centres undefined),6,6,0.2,0.6
COc1cccc(C(=O)Nc2nnc3n2CCCS3)c1OC,-6,23,0.5,1.3
CCOC(=O)C1=C(N)SC2=C(C(=O)CC(C)(C)C2)C1c1ccco1 (centres undefined),-6,-9,-0.1,0.8
O=S(=O)(Nc1cccc(-c2ccc(N3CCCCC3)nn2)c1)c1ccc2ccccc2c1,-13,15,0.3,-3.0
COc1cccc(NS(=O)(=O)c2cc(C(=O)OCCN3CCCC3=O)ccc2NCc2ccccc2Cl)c1,1,11,-0.1,0.2

# Outcome played no part in choosing rows; about 3.4% have a hit in one of these screens.
